DT40 TDP1 CPT = DT40-hTDP1 cell growth loss with CPT; 420,000 compounds, 12% hits; chicken DT40 Tdp1-/-;hTDP1 cells + 20 nM CPT, ATP luminescence, 48 h; Potency, µM (series often up to 46.2 µM), for inactives: top-dose activity change, negative = growth inhibition, actives largely listed as inhibitors; further: nearly all actives have a fitted effect of over 55% in size
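Chicken DT40 Tdp1-/- cells complemented with human TDP1, 400 cells/well, exposed to compounds plus 20 nM camptothecin for at least 48 h at 37 C; viability read as ATP content by CellTiter-Glo luminescence.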
FEN1 inh = inhibitors of human flap endonuclease 1; 390,000 compounds, 0.35% hits; Recombinant FEN1 flap cleavage, fluorescence, 15 min; Potency, µM (series often up to 114 µM), inactives show at the highest dose activity change, negative = inhibition, actives largely listed as inhibitors; AID 588795; further: nearly all actives have a fitted effect of over 65% in size
Target sequence (P39748 whole entry, looked up): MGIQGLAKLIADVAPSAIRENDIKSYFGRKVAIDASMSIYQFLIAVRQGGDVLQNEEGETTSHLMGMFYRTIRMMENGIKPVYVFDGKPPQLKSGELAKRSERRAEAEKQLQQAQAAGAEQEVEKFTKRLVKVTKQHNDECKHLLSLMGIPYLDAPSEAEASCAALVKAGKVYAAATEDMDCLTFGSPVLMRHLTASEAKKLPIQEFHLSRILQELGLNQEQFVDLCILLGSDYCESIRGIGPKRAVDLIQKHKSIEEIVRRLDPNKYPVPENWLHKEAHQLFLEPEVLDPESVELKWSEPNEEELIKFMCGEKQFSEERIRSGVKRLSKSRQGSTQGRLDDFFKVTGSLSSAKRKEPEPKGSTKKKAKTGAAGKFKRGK
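Reaction started by adding substrate (50 nM final) to 10 nM enzyme after 15 min room-temperature compound preincubation. Reads at 0 and 15 min, with data normalized and fitted to a four-parameter Hill equation.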
N370S GC mod = N370S glucocerebrosidase modulation, Gaucher chaperone candidate. P04062. N370S GC spleen homogenate, 4MU-glucoside fluorescence. Potency, µM (doses to about 59.4 µM), without a hit: at the highest dose activity change, negative = inhibition, usual class: inhibitors. 330,000 compounds, 0.092% hits. AID 2101;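 further: 0% = full enzyme activity and -100% = no enzyme basal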
Numbers without * were called inactive; ? = inconclusive; . = not tested or not shown; & = joins results of further samples; [ ] = remark or other dose. The call rests on the fitted dose curve; in most records, active means well fitted curve in the direction sought with a large enough effect; inconclusive means small, poorly fitted or top-dose-only effect, or another doubt; inactive means no such curve, though single readings can be large; an effect the other way counts as inactive or inconclusive. Unless noted, on the % scale 0 is the no-effect control and ±100 the full control effect; potency means the concentration at half of the fitted maximal effect.

Each structure is followed by: N370S GC mod, DT40 TDP1 CPT, FEN1 inh
#1 CCN(C[C@H]1N[C@@](Cc2ccccc2)(C(=O)OC)[C@H]2C(=O)N(Cc3ccccc3)C(=O)[C@@H]12)S(=O)(=O)c1ccccc1
    ., ?, 5%
#2 CN(C)CCNc1nc2sc3c(c2c(=O)n1Cc1ccccc1)CCCCC3
    ?, ?, -4%
#3 Cc1ccc(S(=O)(=O)Cc2ccc(C(=O)N3CCN(c4cccc(C)c4C)CC3)o2)cc1
    -1%, 1.8µM*, -17%&-5%
#4 COC(=O)COc1cccc2c(=O)n(CC(=O)N3CCCCC3)ccc12
    7%, 5%, -18%
#5 COc1cc(OC)c(C(=O)Nc2cc(S(=O)(=O)N3CCOCC3)ccc2N2CCN(C)CC2)cc1OC
    ., 10%, ?
#6 CCOc1ccc(-c2nnc(Nc3ccc(S(N)(=O)=O)cc3)c3ccccc23)cc1
    ., 4%, 15%
#7 Cc1ccc(S(=O)(=O)CCSc2n[nH]c(=O)n2-c2ccccc2)cc1
    9%, 1%, -10%
#8 O=C(O)Cc1ccc(NC(=S)Nc2cccc(Cl)c2Cl)cc1
    19%, -25%, 17%
#9 Cc1c(NC(=O)/C=C/C(=O)O)cccc1[N+](=O)[O-]
    -8%, -19%, -16%
#10 CC(=O)N1CCC2(CC1)CCN(c1ccccc1)CC2
    -8%, 13%, .
#11 CS(=O)(=O)N(CC(=O)N1CCCCC1)Cc1ccccc1
    -7%, -21%, 19%
#12 CCOC(=O)COc1nc(C)c(Br)c(OC)n1
    -12%, -12%, -2%
#13 COc1nc(-c2ccccc2Cl)ccc1C#N
    -9%, 0%, -18%
#14 Cc1cc2cc(CN(Cc3ccc4c(c3)OCO4)C(=O)c3ccco3)c(=O)[nH]c2cc1C
    ?, ?, -19%
#15 COc1ccc(NC(=O)Nc2ccc(C(=O)N3CCOCC3)cc2)cc1OC
    -1%, -9%, -2%
#16 CN(N)c1ccc2c(C(F)(F)F)cc(C(F)(F)F)nc2n1
    -4%, ?, -1%
#17 CCCNc1nc(C)cc(-c2cc(-c3ccc(Cl)cc3)on2)n1
    0%, -27%, -7%
#18 CCOc1cc2[nH]c(=S)n(Cc3ccc(C(=O)N4CCN(C)CC4)cc3)c(=O)c2cc1OCC
    -11%, ?, 11%
#19 COc1ccc(/C=N/NC(=O)c2ccoc2C)cc1CN1CCN(c2ccc(F)cc2)CC1
    -19%, ?, 6%
#20 COc1cc2c(cc1OC)-c1nnnn1C(C)(C)C2
    0%, -26%, -5%
#21 COc1ccc(S(=O)(=O)Nc2ccc3c(c2)C(=O)N([C@@H](C)CO)C[C@H](C)[C@H](CN(C)S(=O)(=O)c2ccc(F)cc2)O3)cc1
    ., ?, -12%
#22 Cc1ccc(S(=O)(=O)CCC(=O)Nc2nnc(-c3ccco3)o2)cc1
    -6%, ?, 0%
#23 Cc1nnc(SCc2cccc(Oc3ccccc3)c2)n1N
    0%, -1%, -9%
#24 CN(C)S(=O)(=O)c1ccc(C(=O)Nc2cccnc2)cc1
    -2%, 4%, -1%
#25 NC(=S)NC(c1ccccc1)c1ccncc1 (stereo unspecified)
    ., -1%, -7%
#26 NNc1ccc(Cl)nn1
    0%, 7%, 0%
#27 CC(C)(CNC(=O)CNC(=O)C1CCCCC1)N1CCOCC1
    ., 13%, -3%
#28 Cc1ccc(C(=O)NNC(=O)COc2ccc(Cl)cc2C)o1
    ., ?, -18%
#29 Cc1cc(C)cc(C(=O)Oc2cc(C)[nH]c(=O)c2[N+](=O)[O-])c1
    -5%, -14%, -5%
#30 COc1ccccc1CCn1c(=O)c(-c2cn(C)c3ccccc23)nc2cncnc21
    14%, ?, .
#31 CCOC(=O)N1CCC(NC(=O)C2CCCCN2S(=O)(=O)c2ccc(F)cc2)CC1 (stereo unspecified)
    -6%, -24%, -18%
#32 CC(C)CN(C(=O)CCC(=O)OC(C)C(=O)Nc1cccc(C#N)c1)c1c(N)n(CC(C)C)c(=O)[nH]c1=O (stereo unspecified)
    -4%, 5%, -1%
#33 C/C(=N\NC(=O)c1c(Br)c(C)nn1C)c1ccc(NC(=O)c2ccoc2C)cc1
    5%, -3%, 7%
#34 COc1ccc(OC)c(CNC(=O)Nc2cn(CC(C)C)c(=O)c3ccccc23)c1
    ., ?, -9%
#35 Nn1c(Cc2cccc3ccccc23)nnc1SCC(=O)NC1CCS(=O)(=O)C1 (stereo unspecified)
    4%[2.35 µM], -4%, -12%
#36 N/C(=N\O)c1ccc(Oc2ccccc2Cl)c([N+](=O)[O-])c1
    ?, 0%, 5%
#37 CCCOc1ccc(C(=O)CCC(=O)Nc2ccc(N3CCN(C)CC3)cc2)cc1
    ., ?, 5%
#38 Brc1ccc(OCCOCCN2CCOCC2)cc1
    -3%, -22%, -17%
#39 COc1ccccc1C1CC(=O)NC(C)=C1C(=O)OCC1CCCO1 (stereo unspecified)
    -26%, -19%, -4%
#40 CCn1cc(CCC(=O)NCc2ccc(C)cc2)c2ccccc21
    ., ?, 3%
#41 C/C=C(\C)CN1CCCC(N(C)CCc2ccc(OC)c(OC)c2)C1 (stereo unspecified)
    1%, 4%, 0%
#42 CCCn1nc(C(=O)OCC(=O)Nc2cccc(OC)c2)c2ccccc2c1=O
    16%, 11%, -8%
#43 CC(C)(C)OC(=O)N1CCC(C(=O)N[C@H](C(=O)O)c2ccccc2)(c2ccccc2)CC1
    -13%, -7%, 4%
#44 CSCCC(NC(N)=O)C(=O)Nc1ccc(F)c(Cl)c1 (stereo unspecified)
    5%, -6%, -2%
#45 O=C(CN1C(=O)NC(c2ccccc2)(c2ccccc2)C1=O)NC1CCCC1
    ., 5%, -12%
#46 COc1ccc(-c2oc(NC(=O)CSc3nncn3C)c(C#N)c2-c2ccc(OC)cc2)cc1
    ., ?, -11%
#47 Cc1cc(C)c(OCCOCCN2CCCC2)c(C)c1
    ., -23%, 12%
#48 CC(C)(C)NC(=O)CN(C(=O)C(=O)Nc1ccc2c(c1)OCCO2)C1CC1
    -8%, 1%, -2%
#49 Cc1ccc2c(c1)CCCN2CC(=O)Nc1cc(S(=O)(=O)N2CCCC2)ccc1Cl
    ., 21µM*, 2%
#50 Cc1cccc(CCNC(=O)c2nn(C)c3c2CSc2ccccc2-3)c1
    ., -26%, 16%
#51 CCN(CC)CCCNC(=O)CCC(=O)Nc1ccc2nc(N3CCC(C)CC3)cc(C)c2c1
    ?, ?, -2%
#52 CC(=O)NCCNC(=O)CCNC(=O)c1ccc(Cl)cc1
    -4%, -1%, -2%
#53 Cc1ccc(NC(=O)CSc2nnc(-c3ccncc3)n2C)cc1C
    -8%, -1%, 2%
#54 O=C1OC(OC(=O)c2ccccc2Br)C(N2CCOCC2)=C1Cl (stereo unspecified)
    5%, -21%, -2%
#55 Cn1cccc1Cc1nnc(SCC(=O)Nc2ccc3c(c2)OCO3)n1CCc1ccccc1
    -10%, ?, -4%
#56 CCOc1cc(C2NC(=O)c3c(sc4c3CCN(C)C4)N2)ccc1OC(=O)c1ccc(F)cc1 (stereo unspecified)
    ., 4%, -2%
#57 Cc1c(C(=O)OCc2nnc(-c3ccccc3)o2)oc2ccccc12
    ., -4%, -2%
#58 COC(=O)c1cccc(NC(=O)CSc2ncn[nH]2)c1
    -16%, -19%, 4%
#59 CCN(CC)/C(=N\S(=O)(=O)c1ccccc1C)c1ccccc1
    2%, -1%, -2%
#60 COc1ccc(CCNS(=O)(=O)c2cccc(S(=O)(=O)N3CCCC3)c2)cc1OC
    2%, ?, 8%

The listing continues.
Each structure is followed by: N370S GC mod, DT40 TDP1 CPT, FEN1 inh
#61 O=C(CCCSc1nc2ccccc2[nH]1)NCc1ccc(Cl)cc1
    6%, ?, -9%
#62 Cc1ccc2[nH]c(=O)c(CN(Cc3ccccc3)Cc3nnnn3C3CCCC3)cc2c1
    -7%, 21µM*, -5%
#63 CSc1nc2c(c(=O)[nH]c(=O)n2C)n1Cc1ccccc1Cl
    -15%, -5%, 0%
#64 COC(=O)c1ccccc1NC(=O)Nc1cccs1
    5%, ?, -1%
#65 CC(C)C(=O)NNC(=O)C1CC1(c1ccccc1)c1ccccc1 (stereo unspecified)
    -25%, 7%, 1%
#66 CC1CN(S(=O)(=O)c2cccc(C(=O)OCC(=O)c3cccs3)c2)CC(C)O1 (stereo unspecified)
    -2%, -21%, 0%
#67 CCOc1ccccc1N(C)C(=O)CCS(=O)(=O)c1ccc2c(c1)NC(=O)CO2
    0%, -2%, -5%
#68 Cc1ccccc1C(=O)OCC(=O)N(C)c1ccccc1
    -3%, -8%, 11%
#69 COc1ccc(-c2onc(C)c2-c2cnn(-c3ccccc3)c2)c(O)c1
    9%, ?, -25%
#70 CCCn1c(O)c(N=NC(=O)CNC(=O)/C=C/c2ccc(OC)cc2)c2ccccc21
    -8%, ?, -18%
#71 CCn1c(SCc2ccc(OC)c(F)c2)nc2ccccc2c1=O
    29%, ?, -17%
#72 O=C(Nc1ccc(Br)cn1)c1cccc(S(=O)(=O)N2CCCC2)c1
    ., 1%, -4%
#73 NS(=O)(=O)c1ccc(NC(=O)c2ccccc2C(=O)N2CCCCC2)cc1
    24%, -18%, -2%
#74 Cc1cc(=O)oc2c(C)c(OCC(=O)NCc3ccccn3)ccc12
    4%, 1%, 16%
#75 CCCCCN(C(=O)COC(=O)CSc1ccc([N+](=O)[O-])cc1)c1c(N)n(CCCC)c(=O)[nH]c1=O
    -18%, -21%, 7%
#76 C=C(Cl)COc1ccc2c(CC)cc(=O)oc2c1
    9%, -28%, 5%
#77 O=C(Nc1ccc(N2C(=O)C3CCCCC3C2=O)cc1Cl)c1cccs1 (stereo unspecified)
    2%, -8%, -1%
#78 COC(=O)c1cccc(NCN2C(=O)c3ccccc3C2=O)c1
    6%, -11%, -7%
#79 CCCCOc1ccc(-c2cc(C(F)(F)F)c(C#N)c(SCC(=O)O)n2)cc1
    0%, ?, 12%
#80 O=C(Nc1ccccc1F)C1CCCN(S(=O)(=O)c2ccc(-n3cnnn3)cc2)C1 (stereo unspecified)
    -3%, -7%, -4%
#81 O=C(/C=C/c1ccc(S(=O)(=O)N2CCOCC2)cc1)NCc1ccc(Cl)cc1
    -16%, ?, -3%
#82 COc1ccc(CC(=O)Nc2ccc3nc(Nc4cccc(Cl)c4)cc(C)c3c2)cc1
    ., 6.5µM*, -11%
#83 CCCCCCCCCCCCCCCCCCCCCCO
    -5%&6%, 6%, .
#84 O=C(CCCC(=O)N(CC(=O)NC1CCCCC1)Cc1ccccc1)Nc1ccccn1
    9%, -26%, 7%
#85 Cc1ccc(C(=O)Nc2nnc(-c3ccco3)o2)cc1
    2%, 23µM*, 7%
#86 COc1ncc2nc(-c3cn(C)c4ccccc34)c(=O)n(-c3ccccc3)c2n1
    3%, -1%, .
#87 Oc1ccc(-c2nc3ccc4ccccc4c3c3c2CCC3)cc1O
    -17%, ?, -16%
#88 CC(=O)Nc1ccc(/C(C)=N/Nc2nc(Nc3cccc4ccccc34)nc(N3CCOCC3)n2)cc1
    8%, 21µM*, -5%
#89 CN1CCN(C(=O)/C(=C/c2ccc(N(C)C)cc2)NC(=O)c2ccccc2)CC1
    -7%, -4%, 6%
#90 Cc1ccc(S(=O)(=O)N(C)C)cc1NC(=O)Nc1c(-c2ccccc2)noc1C
    -2%, 1%, -4%
#91 COc1ccc(CN2C(=O)c3cccnc3C2=O)cc1S(=O)(=O)N(C)Cc1ccco1
    -11%, 2%, -2%
#92 O=C1/C(=C/c2ccc(Cl)cc2)NC(=S)N1Cc1cccnc1
    -13%, ?, -5%
#93 CCn1c(SCc2cccc(C)c2)nnc1-c1ccc(C)cc1
    5%, ?, 3%
#94 Cc1ccc(S(=O)(=O)c2cnc(SCC(=O)Nc3cc(C)cc(C)c3)nc2N)cc1
    ., ?, -3%
#95 O=C(Cn1nnc(-c2ccccc2Cl)n1)Nc1cccc(S(=O)(=O)N2CCCC2)c1
    ., 23µM*, 1%
#96 C[C@H](CO)N1C[C@H](C)[C@@H](CN(C)CC2CCCCC2)Oc2c(NS(=O)(=O)c3ccccc3)cccc2C1=O
    ., 5%, 14%
#97 CC(=O)c1ccc(Sc2nnc(C)s2)c([N+](=O)[O-])c1
    27%, -20%, -9%
#98 COc1ccccc1NC(=O)C/C(N)=N/O
    5%, -1%, 4%
#99 O=C(O)Cn1ccc2ccccc21
    4%, 2%, 15%
#100 CC(C(=O)Nc1ccccc1)N1C(=O)c2ccccc2C1=O (stereo unspecified)
    -4%, 9%, 1%
#101 COc1ccc(C(=O)Cn2cnc3ccc(Cl)cc3c2=O)cc1F
    -2%, 10%, 13%
#102 COc1ccc(C2CC(=O)c3cnc(N4CCN(Cc5ccccc5)CC4)nc3C2)cc1 (stereo unspecified)
    -13%, ?, -8%
#103 Cc1ccc(C(=O)N2CCN(c3ccc([N+](=O)[O-])c(NCc4ccco4)c3)CC2)cc1
    -7%, ?, -5%

An excerpt; the hit share may differ from the screen's.
